Glioma ERSR ind = qHTS for Inducers of the Endoplasmic Reticulum Stress Response (ERSR) in Human Glioma: qHTS; U87-MG GRP78 promoter luciferase reporter, 16 h; hit rate 0.02% among 420,000; Potency, µM, without a hit: at the top dose activation, most hits filed as activators; AID 602332, 2012; also: potency is read from the fitted curve at half-maximal effect; series mostly up to about 76 µM; % of control where 0% means no effect; nearly all actives have a fitted effect of over 35% in size
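ERSR induction read as luciferase luminescence (Bright-Glo, 10 min at room temperature) in stably transfected human U87-MG glioma cells exposed to compounds for 16 h, using GRP78 as sensor.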
Pol beta inh = qHTS Assay for Inhibitors of DNA Polymerase Beta; hit rate 1.3% among 340,000; Potency, µM (highest dose often 114 µM), inactives show at the top dose activity change, negative = inhibition, hits mostly inhibitors; Pol beta primer extension/strand displacement, fluorescence kinetic; P06746; also: potency is read from the fitted curve at half-maximal effect; % is scaled to controls: 0 for no effect and ±100 for the full control effect
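Pol beta (10 nM) was preincubated with compound for 15 min at room temperature. The reaction was then started with 50 nM substrate and read immediately and after a further 10 min at room temperature.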
Pol iota inh = qHTS for Inhibitors of Polymerase Iota. Potency, µM (series often up to 115 µM), inactives show top-dose activity, negative = inhibition, most hits filed as inhibitors. AID 588590, 2011. hit rate 1% among 390,000. Pol iota fluorescent replication assay, 10 min; also: potency is read from the fitted curve at half-maximal effect
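Fluorescent replication assay read twice, at 0 min and 10 min after adding 50 nM (final) substrate. Enzyme (10 nM) and compounds were first incubated 15 min at room temperature; enzyme-free buffer wells were negative controls.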
LDHA block = qHTS assay for inhibitors of human lactate dehydrogenase; L-lactate dehydrogenase A chain (Homo sapiens), P00338; hit rate 0.15% among 480,000; activity change, % (values are at about 110 or 230 µM); purified LDHA, NADH/diaphorase-resazurin fluorescence; hits give low values; in the data active = activity change below about -30%; inconclusive = mostly about -25% to -30%;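 also: plate controls were DMSO wells for no effect and wells without enzyme for full effect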
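Human LDH5 at 2 nM final in Tris HCl pH 7.4 with 0.06 mM NADH and 0.2 mM pyruvate, reacted 5 minutes at room temperature. Remaining NADH coupled via diaphorase/resazurin; resorufin fluorescence read at 0 and 20 minutes, normalized to enzyme-free and DMSO wells.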
Anesthetic bind = qHTS Assay for Identification of Novel General Anesthetics; Ferritin light chain (Equus caballus), P02791; apoferritin/1-aminoanthracene competitive binding, fluorescence; Potency, µM (top dose mostly 77.5 µM), for the others: at the top dose activity change, negative = displacement, usual class: inhibitors; hit rate 0.074% among 350,000; AID 485281, 2010; also: potency is read from the fitted curve at half-maximal effect; % is scaled to controls: 0 for no effect and ±100 for the full control effect; nearly all actives have a fitted effect of over 20% in size
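Probe: 1-aminoanthracene (50% saturated, PBS). Protein: horse-spleen apoferritin, 10 uM. Incubation: 10 min, room temperature. Detection: 380 nm excitation, 535 nm emission. Analysis: normalized response, four-parameter Hill.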
APEX1 inh = qHTS Assay for Inhibitors of the Human Apurinic/apyrimidinic Endonuclease 1 (APE1) | AID 2517, 2012 | DNA repair nuclease/redox regulator APEX1 (Homo sapiens), P27695 | hit rate 0.35% among 350,000 | recombinant APE1, TAMRA/BHQ-2 abasic DNA cleavage fluorescence | Potency, µM (doses to about 65.8 µM), inactives show at the highest dose activity change, negative = inhibition, most hits filed as inhibitors;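 also: potency is read from the fitted curve at half-maximal effect; plate controls were vehicle for no effect and reference inhibitor for full effect; nearly all actives have a fitted effect of over 55% in size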
Target sequence (P27695 whole entry, looked up): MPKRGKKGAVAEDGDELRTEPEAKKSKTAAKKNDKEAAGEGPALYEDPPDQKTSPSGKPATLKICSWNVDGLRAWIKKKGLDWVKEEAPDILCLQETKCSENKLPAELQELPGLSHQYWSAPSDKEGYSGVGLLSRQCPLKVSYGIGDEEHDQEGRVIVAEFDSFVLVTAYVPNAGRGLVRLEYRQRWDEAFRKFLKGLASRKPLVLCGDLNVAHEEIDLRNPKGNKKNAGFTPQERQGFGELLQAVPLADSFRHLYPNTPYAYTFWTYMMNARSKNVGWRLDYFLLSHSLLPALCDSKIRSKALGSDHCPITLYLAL
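Incision of a quenched TAMRA/BHQ-2 THF abasic-site duplex (50 nM) by 0.75 nM APE1, after 15 min compound preincubation, measured as fluorescence increase over three 60 s reads. Values normalized to buffer, DMSO and NSC13755 control wells.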
BLM helicase inh = qHTS Assay for Inhibitors of Bloom's syndrome helicase (BLM). recombinant BLM DNA unwinding, fluorescence dequenching. Potency, µM (doses to about 56.1 µM), for the others: at the top dose activity change, negative = inhibition, most hits filed as inhibitors. hit rate 0.2% among 350,000. AID 2528, 2010;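 also: potency is read from the fitted curve at half-maximal effect; plate controls were vehicle for no effect and no enzyme for full effect; nearly all actives have a fitted effect of over 35% in size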
Pol kappa inh = qHTS for Inhibitors of Polymerase Kappa. DNA polymerase kappa (Homo sapiens), Q9UBT6. hit rate 0.53% among 400,000. purified Pol kappa, fluorescent DNA synthesis assay, 10 min. Potency, µM (doses to about 107 µM), without a hit: at the highest dose activity, negative = inhibition, most hits filed as inhibitors; also: potency is read from the fitted curve at half-maximal effect; % is scaled to controls: 0 for no effect and ±100 for the full control effect
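First, compounds were pin-transferred onto 10 nM Pol kappa. After 15 min at room temperature, substrate was added to 50 nM final. Fluorescence was then measured kinetically at 0 and 10 min.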
Pol eta inh = qHTS for Inhibitors of Polymerase Eta | DNA polymerase eta (Homo sapiens), Q9Y253 | recombinant Pol eta, fluorescent DNA replication assay | Potency, µM (titrated, usually from 114 µM), without a hit: at the highest dose activity change, negative = inhibition, most hits filed as inhibitors | hit rate 1.2% among 390,000 | AID 588591, 2011; also: potency is read from the fitted curve at half-maximal effect; % is scaled to controls: 0 for no effect and ±100 for the full control effect
Target sequence (Q9Y253 whole entry, looked up): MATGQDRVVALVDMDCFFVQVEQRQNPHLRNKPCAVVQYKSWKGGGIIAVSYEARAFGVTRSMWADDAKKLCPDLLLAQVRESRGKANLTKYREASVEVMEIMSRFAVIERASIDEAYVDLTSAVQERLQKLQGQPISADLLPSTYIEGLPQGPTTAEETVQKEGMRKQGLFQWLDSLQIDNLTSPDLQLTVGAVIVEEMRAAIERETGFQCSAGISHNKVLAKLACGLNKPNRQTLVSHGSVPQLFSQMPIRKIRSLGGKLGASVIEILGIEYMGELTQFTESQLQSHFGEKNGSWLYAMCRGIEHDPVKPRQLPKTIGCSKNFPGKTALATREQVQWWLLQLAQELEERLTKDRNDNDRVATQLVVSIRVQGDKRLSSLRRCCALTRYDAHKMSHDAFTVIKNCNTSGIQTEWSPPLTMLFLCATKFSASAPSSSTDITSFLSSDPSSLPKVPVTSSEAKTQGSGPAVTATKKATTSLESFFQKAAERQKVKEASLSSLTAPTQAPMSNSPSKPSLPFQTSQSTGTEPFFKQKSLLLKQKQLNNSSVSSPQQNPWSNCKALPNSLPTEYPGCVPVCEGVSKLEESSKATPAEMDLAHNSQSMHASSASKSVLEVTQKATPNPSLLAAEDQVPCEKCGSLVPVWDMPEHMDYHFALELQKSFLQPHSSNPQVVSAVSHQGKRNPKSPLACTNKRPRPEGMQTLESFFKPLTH
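Pol eta (10 nM) was preincubated with compounds for 15 min at room temperature, after which fluorescent replication substrate (50 nM final) was added to start the reaction. Fluorescence was read kinetically at 0 and 10 min.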
* hit, by the source's call; ? = inconclusive; nt = not tested or not shown; & = joins results of further samples; [ ] = dose if it differs, or a comment. Unless noted, calls follow the shape of the dose curve; as a rule, active = well fitted curve in the direction sought with a large enough effect; inconclusive = small, poorly fitted or top-dose-only effect, or another doubt; inactive = no such curve, though single readings can be large; an effect the other way counts as inactive or inconclusive. Some of the compounds tested; count on the stated rates, not on these rows.

SMILES	Glioma ERSR ind	Pol beta inh	Pol iota inh	LDHA block	Anesthetic bind	APEX1 inh	BLM helicase inh	Pol kappa inh	Pol eta inh
COc1ccc(NC(=O)C2CC(=O)N/C(=N/NC(=O)c3ccc(Cl)cc3)S2)cc1 (stereo not given)	-2%	-6%	10%	2	-12%	0%	0%	-8%	-7%
CCOC(=O)C1=C(c2ccccc2)NC(=O)NC1c1ccc(N(C)C)cc1 (stereo not given)	1%	-3%	26%	6	?	-5%	0%	-8%	-7%
COc1ccccc1C(=O)NC(=S)NC12CC3CC(CC(C3)C1)C2	-6%	4%	10%	-5	-5%	23%	-8%	-14%	-8%
COc1ccc(C(CCNCc2ccccc2)c2ccc(F)cc2)cc1 (stereo not given)	?	42%	3%	-7	-19%	-2%	-8%	-13%	-14%
Cc1ccc(N(C(=O)c2ccco2)C2C=CS(=O)(=O)C2)cc1 (stereo not given)	-4%	-24%	24%	0&-7	0%	-2%	-6%	-8%	-3%
CCOc1ccc(-c2c(C(=O)N/N=C/c3ccoc3)nnn2-c2nonc2N)cc1	1%	14%	?	-6	4%	4%	-3%	-30%	7%
C#CCOCCOCCOCCNc1nc(N2CCN(C(=O)C(Cc3ccc(O)cc3)n3cc(C(N)C(C)CC)nn3)CC2)nc(N2CCN(C(=O)C(Cc3ccc(O)cc3)n3cc(C(N)C(C)CC)nn3)CC2)n1 (stereo not given)	-2%	32%	19%	0	-2%	?	4%	7%	-11%
COCc1nc(-c2ccc(-c3ccc(C)cc3)nc2OC)no1	3%	1%	6%	1	?	-3%	-2%	-10%	-4%
CCc1cc2c(C)cc(=O)oc2cc1OC(=O)C1CCCN1C(=O)OC(C)(C)C (stereo not given)	-10%	24%	-11%	-2	-5%	7%	-8%	-7%	-4%
CS(=O)(=O)N1CCc2cc(C(=O)N3CCN(c4ccccc4)CC3)ccc21	1%&-3%	73%&2%	12%&7%	-3&-7	-11%&-2%	5%	-4%&-4%	-3%&-22%	-14%&-10%
O=C1c2ccccc2NC(c2cccc(O)c2)N1Cc1ccco1 (stereo not given)	-1%&4%	?	-7%&-1%	-4&-2	2%	-2%	-14%	-15%&7%	3%
CC(C)C(C)NC(=O)CSc1nc2scc(-c3ccco3)c2c(=O)n1-c1ccccc1 (stereo not given)	-1%	-4%	?	-13	-18%	-1%	-14%	-19%	?

In the list so far, 2 contain a halogen:
SMILES	Glioma ERSR ind	Pol beta inh	Pol iota inh	LDHA block	Anesthetic bind	APEX1 inh	BLM helicase inh	Pol kappa inh	Pol eta inh
COc1ccc(NC(=O)C2CC(=O)N/C(=N/NC(=O)c3ccc(Cl)cc3)S2)cc1 (stereo not given)	-2%	-6%	10%	2	-12%	0%	0%	-8%	-7%
COc1ccc(C(CCNCc2ccccc2)c2ccc(F)cc2)cc1 (stereo not given)	?	42%	3%	-7	-19%	-2%	-8%	-13%	-14%

Additional records follow.
SMILES	Glioma ERSR ind	Pol beta inh	Pol iota inh	LDHA block	Anesthetic bind	APEX1 inh	BLM helicase inh	Pol kappa inh	Pol eta inh
CC(C)C[C@@H](CSc1ccccc1)N1CCN(C)CCC1=O	2%&3%	6%	13%&-7%	-4	-8%	-3%	2%	-8%&-17%	3%
Cc1nc2nc[nH]n2c(=O)c1CCC(=O)Nc1ccc(F)cc1	-1%	0%	15%	5	-4%	nt	0%	-4%	-12%
CCOC(=O)c1nc(Nc2ccc(C(=O)OC)cc2)c2ccccc2n1	-1%	-17%&9%	2%&5%	0&-5	-6%&2%	0%	0%&2%	?	-22%
c1ccc2c(c1)CNc1ccccc1-2	1%	nt	15%	-11	nt	nt	nt	-1%	-1%
O=C(c1cc(C(=O)N2CCN(c3ccc(F)cc3)CC2)cc([N+](=O)[O-])c1)N1CCN(c2ccc(F)cc2)CC1	-3%	33%	56%[activator]	-6	-22%	25%	-9%	-17%	-10%
CCOC(=O)c1c(NC(=O)C2C3C=CC(C3)C2C(=O)O)sc2c1CCC(C)C2 (stereo not given)	-2%	-14%	?	1	-3%	-7%	-2%	2%	?
O=C(c1ccc2c(c1)C(=O)N(Cc1ccco1)C2=O)N1CCOCC1	-1%	14%	-14%	5	7%	-1%	0%	0%	-10%
CC(C)(C)c1cc(NC(=O)NN2CCOCC2)nn1-c1c(Cl)cc(Cl)cc1Cl	-4%	-1%	?	-4	-12%	6%	-1%	-16%	3%
CSc1ncc(C(=O)NCc2ccc(F)cc2)c(-c2ccccc2)n1	-4%	12%	11%	-1	-5%	nt	1%	-4%	-24%
CCCCCCN(C(=O)CCCCCN1C(=O)NC(c2ccc(-c3ccccc3)cc2)C(C(=O)OCc2ccccc2)=C1C)C(C(=O)NCCCC)c1cccc(C(=O)OC)c1 (stereo not given)	nt	4%	nt	nt	-12%&46%	?	-8%&-1%	nt	nt
CSc1ccc2c(c1)N(CCC1CCCCN1C)c1ccccc1S2 (stereo not given)	-5%&-10%&-12%&-3%	0%	-12%	-4&5	2%&7%	-3%&7%&11%&0%	-3%&-8%&-8%	-9%[60.1 µM]	-19%
CCCCC1CCC(C(=O)N2CCOCC2)CC1 (stereo not given)	-1%	?	73%[activator]	-6	-12%	3%	2%	-4%	-17%
Cc1[nH]c(=O)[nH]c(=O)c1S(=O)(=O)N(CC(C)C)CC(C)C	-1%	21%	-6%	-1	-9%	-2%	-3%	7%	-15%
COc1ccc(N2CCN(CC(O)COc3ccc(C(C)(C)C)cc3)CC2)cc1 (stereo not given)	-4%	20%	-5%	-11	-13%	nt	-3%	-2%	-7%
COC(=O)c1ccc(OC(=O)c2nn(C)cc2Cl)c(OC)c1	-2%	0%	7%	1	-18%	20%	-3%	-13%	-8%
CC(C)Oc1ccc(C2CCC(=O)NC2=O)cc1 (stereo not given)	-4%	43%[activator]	4%	0	-10%	2%	-11%	-5%	-11%
Cc1ccccc1C(=O)n1nc(-c2ccco2)nc1NCc1ccc(Cl)cc1	-3%	29%	29%	-7	-2%	nt	-7%	18%	-20%
Cn1c(SCc2cnc(-c3ccccc3)s2)nnc1C1COc2ccccc2O1 (stereo not given)	-7%	1%	16%	-4	-8%	2%	-4%	-6%	0%
CC(C)NC(=O)CSc1ccccc1C(=O)NCc1ccc2c(c1)OCO2	-5%	11%	18%	-5	-5%	-1%	-2%	-9%	-2%
COC(=O)N/N=C/c1ccc(-c2cc(Cl)ccc2Cl)o1	-3%	2%	-2%	-1	-16%	-3%	3%	-6%	-3%
C/C(N)=C(/C#N)C(=O)CSc1nc2ccc(C)cc2[nH]1	4%	10%	-17%	-2	?	-2%	1%	-18%	-2%
CCc1ccc(CNC(=O)c2ccc3nc(C(C)C)oc3c2)cc1	0%	4%	39%[activator]	0	6%	nt	-7%	-11%[60.1 µM]	-23%
CC1CN(C(=O)CNC(=O)COc2ccccc2)CC(C)O1 (stereo not given)	-4%	nt	28%	1	nt	-9%	nt	0%	-16%
CC(C)(C)NC(=O)C(c1ccccc1)N(C(=O)c1ccco1)C1CC1 (stereo not given)	1%	6%	-10%	2	-2%	0%	4%	5%	-9%
COc1cc(OC)c(OC)cc1CNC(=O)c1cc(=O)c2ccccc2o1	3%	57%	130%[activator]	0	6%	-12%	-3%	-2%	-14%
CC(C)CC(C(=O)OCC(=O)Nc1ncc(Cl)cc1Cl)N1C(=O)c2ccccc2C1=O (stereo not given)	-7%	-1%	-10%	0	?	15%	2%	-5%	?
CC(C)C(c1nnnn1Cc1ccc(F)cc1)N1CCC(C(N)=O)CC1 (stereo not given)	-7%	49%	22%	-5	-2%	-10%	-2%	-8%	-3%
N#CCCn1nc(-c2ccc([N+](=O)[O-])cc2)cc1Nc1ccccc1NC(=O)C(F)(F)F	-4%	-5%	-11%	-6	-23%	-2%	0%	-18%	-3%
O=C(C[n+]1ccccc1)N/N=C/c1cc(Br)ccc1F	-5%	nt	8%	-4	nt	-6%	nt	2%	-11%
COc1ccc(C(=O)NNC(=O)CN2CCN(c3nc(-c4ccccc4)cs3)CC2)cc1	-2%	-23%	-12%	0	-2%	0%	1%	11%[60.1 µM]	-12%
CCCc1cc(C(=O)Nc2ccc(C#N)cc2)no1	2%	28%	30%[activator]	-13	3%	-1%	2%	2%	-10%
Cc1ccc(S(=O)(=O)CCC(=O)N(CCCN2CCOCC2)c2nc3ccccc3s2)cc1	0%	nt	-2%	1	nt	39%	nt	-5%	-16%
CCN(CC)C(=O)N1CCc2ccccc2C1CN1C(=O)c2ccccc2C1=O (stereo not given)	-2%	nt	-6%	-4	nt	nt	nt	-2%	-21%
CCOC(=O)C1=C(C)NC(=O)NC1c1ccccc1 (stereo not given)	-1%	6%	-16%	-3	-1%	0%	2%	10%	5%
CCCN(CC(=O)Nc1ccccc1OC)C(=O)c1ccc2ncsc2c1	0%	nt	-19%	-13	nt	-4%	nt	-2%	1%
Cc1ccccc1N1C(=O)C2CCCN2C1=S (stereo not given)	-5%	nt	31%	1	nt	5%	nt	3%	-4%
O=C(CCN1CCCCCC1)Nc1cccc(F)c1	5%	-25%	14%	-9	-6%	2%	-11%	-9%	-5%
O=C(O)c1ccc2c(c1)N(Cc1ccccc1F)C(=O)c1ccccc1S2=O (stereo not given)	-4%	2%	-24%	-1	-1%	-4%	0%	-2%	-7%
CCN1C(=O)/C(=C2/C(=O)N3c4c(cc(OC(C)=O)cc42)C(C)=CC3(C)C)SC1=S	-4%	2%	178%[activator]	0	0%	2%	-3%	-5%	-5%
Cc1cc(C)nc(NS(=O)(=O)c2ccc(N/C=C/C(=O)c3ccc(Cl)cc3)cc2)n1	0%	?	9%	-5	6%	6%	-2%	-13%	?
